# Screening data as filed in PubChem BioAssay.
# D1 antag: antagonists of human D1 dopamine receptor; P21728; HEK293 TREx D1 cells, calcium flux, dopamine EC80; hits give low values; activity change, negative = inhibition, % at 10 µM; 360,000 compounds, 3.2% hits; AID 504652; in the data active = activity change below about -30%; note: % is set by controls: 0 for no effect and ±100 for the full control effect
# Target sequence (P21728 whole entry, looked up): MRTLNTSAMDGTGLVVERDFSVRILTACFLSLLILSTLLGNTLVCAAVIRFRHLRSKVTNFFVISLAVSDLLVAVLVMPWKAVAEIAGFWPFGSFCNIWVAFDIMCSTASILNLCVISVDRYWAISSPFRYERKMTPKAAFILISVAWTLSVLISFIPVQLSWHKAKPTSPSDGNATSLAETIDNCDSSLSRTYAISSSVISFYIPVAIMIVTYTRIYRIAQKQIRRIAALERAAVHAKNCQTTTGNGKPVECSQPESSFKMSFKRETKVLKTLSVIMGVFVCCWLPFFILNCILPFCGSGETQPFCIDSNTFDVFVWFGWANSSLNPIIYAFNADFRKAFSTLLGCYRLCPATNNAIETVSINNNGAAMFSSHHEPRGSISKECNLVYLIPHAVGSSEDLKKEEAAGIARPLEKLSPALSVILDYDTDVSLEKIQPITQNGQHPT
#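 HEK293 T-REx cells expressing inducible, force-coupled D1 receptor; no-wash Ca dye, 30–90 min RT. Cmpd → 180 s read at 1 Hz → EC80 DA → 180 s read.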
# D2 antagonist: antagonists of human D2 dopamine receptor; inhibition, % at 10 µM; HEK293 TREx D2 cells, calcium flux, dopamine EC80; 340,000 compounds, 2% hits; AID 485344; P14416; in the data active = inhibition above about 30%; note: 0% is about no effect
#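 Measurement of antagonist activity uses fluorescent calcium dye in inducible HEK293 T-REx D2 cells: 10 s baseline, compound addition with 180 s read, EC80 dopamine addition with a further 180 s read.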
# D1 PAM: potentiators of human D1 dopamine receptor; P21728; HEK293 TREx D1 cells, calcium flux, dopamine EC20 potentiation; potentiation, % at 10 µM; 360,000 compounds, 0.036% hits; AID 504651; in the data active = potentiation above about 30%; note: 0% is about no effect
# D1 agonist: activates the human D1 dopamine receptor; HEK293 T-REx D1 cells, calcium flux, agonist mode; P21728; activation, % at 2 µM; 360,000 compounds, 1% hits; note: 0% is about no effect
#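 Inducible HEK293 T-REx D1 cells, force-coupled to calcium signalling, were plated at 4000 cells/well with tetracycline and held overnight at 30 C. After no-wash calcium dye loading, compound-evoked calcium rise over 180 s flagged agonists.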
# TRHR PAM: allosteric enhancers of human TRH receptor; 360,000 compounds, 0.66% hits; TRHR cells, fluo-8 calcium fluorescence, EC20 TRH enhancement; P34981; enhancement, % at 2 µM; AID 493056; in the data active = enhancement above about 30%; note: 0% is about no effect
# Target sequence (P34981 whole entry, looked up): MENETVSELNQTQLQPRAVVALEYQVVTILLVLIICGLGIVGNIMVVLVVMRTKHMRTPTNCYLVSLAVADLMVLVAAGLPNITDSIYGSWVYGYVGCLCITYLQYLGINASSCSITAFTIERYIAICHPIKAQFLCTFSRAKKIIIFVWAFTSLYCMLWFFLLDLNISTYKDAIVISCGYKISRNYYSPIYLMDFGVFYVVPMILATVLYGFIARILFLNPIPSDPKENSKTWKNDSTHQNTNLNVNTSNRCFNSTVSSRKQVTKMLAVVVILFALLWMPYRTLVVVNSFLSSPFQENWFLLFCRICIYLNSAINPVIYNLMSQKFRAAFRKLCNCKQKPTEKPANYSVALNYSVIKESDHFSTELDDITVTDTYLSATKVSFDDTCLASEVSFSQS
#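 TRHR-expressing cells loaded with fluo-8 calcium dye were read kinetically (ex 480/em 530) during compound addition, then stimulated with an EC20 of TRH (10 nM final). Enhancement of the Gq-mediated intracellular calcium response was scored.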
# D2 ag: D2 dopamine receptor (human) agonism. P14416. HEK293 T-REx D2 cells, calcium flux agonist mode. 340,000 compounds, 0.53% hits. activation, % at 2 µM;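 active = activation over 3 SD above normal in the single-dose calcium agonist read, cut at about 30% in these data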; note: 0% is about no effect
#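 Tetracycline-induced HEK293 Trex cells with D2 receptor force-coupled to calcium signaling, plated overnight at 30 C and loaded with no-wash calcium dye. Calcium flux read kinetically for 180 s after compound addition; responses flag agonists.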
# TRHR agonist: TRH receptor (human) agonism; P34981; TRHR cells, calcium flux fluo-8, FDSS agonist mode; activation, % at 2 µM; 360,000 compounds, 0.18% hits; note: 0% is about no effect
#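 Read-out: compound-evoked intracellular calcium rise in TRHR cells, fluo-8 dye, kinetic FDSS fluorescence at 1 s/cycle following a 10-cycle baseline. Cells cultured overnight before dye loading (30 min–1.5 h, RT).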
# D2 PAM: positively modulates the human D2 dopamine receptor allosterically. P14416. HEK293 T-REx D2, calcium flux, EC20 dopamine potentiation. potentiation, % at 10 µM. 340,000 compounds, 0.34% hits;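 active = potentiation over 3 SD above the plate norm, cut at about 30% in these data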; note: 0% is about no effect
#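 Calcium flux readout, no-wash dye, 1 read/s. Inducible HEK293 Trex D2 line, overnight 30 C. Compound alone 180 s (agonist flags), then EC20 dopamine, another 180 s to score potentiation.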
# RXFP1 antag: antagonists of human relaxin receptor RXFP1. HEK293-RXFP1, relaxin-stimulated cAMP HTRF, 30 min; hits give low values. activity change, negative = inhibition, % at 57.5 µM. 350,000 compounds, 0.59% hits;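 active = activity change of -60% or lower, but not beyond a set lower limit; inconclusive = change between -60% and -40%, or beyond the set limit; inactive = change above -40%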; note: % is set by controls: 0 for no effect and ±100 for the full control effect
# An asterisk follows results filed as active; u = inconclusive; x = no result given; & = joins results of further samples. Cut-off read from the data, not from the text of the source, unless noted: active = activation above about 30%; inactive = the rest.
molecule	D1 antag	D2 antagonist	D1 PAM	D1 agonist	TRHR PAM	D2 ag	TRHR agonist	D2 PAM	RXFP1 antag
N#Cc1cc2cc3ccccc3nc2n2c(=O)c3ccccc3nc12	7	-21	-3	1	-1	-0.1	-0.5	-2	-6
COc1ccc(OC)c(NC(=O)C(C)SCc2nc3sc(C)c(C)c3c(=O)[nH]2)c1 (stereo not drawn)	27	10	1	1	0	1.8	-0.4	4	-16
CCOC(=O)C1CCN(S(=O)(=O)c2ccc3c(c2)NC(=O)C(C)S3)CC1 (stereo not drawn)	-14	1	-5	14	-5	-0.7	0.2	-7	5
CCCCn1nnc(NC(=O)c2ccco2)n1	-10	-8	0	0	-3	1.0	0.8	2	-17
CC(C)OC(=O)CSc1nc2cccnc2n1C1CCCCC1	0	-2	-2	4	-1	0.3	-1.4	7	-26
CCN(CC)C(=O)C1CCCN(c2ccc([N+](=O)[O-])cc2/C=N/NC(=O)c2cccc(O)c2)C1 (stereo not drawn)	11	-2	-2	6	-10	-1.5	-0.8	4	x
COc1ccc(-c2nc3sc(CCNC(=O)C(=O)Nc4ccc(C)c(C)c4)c(C)n3n2)cc1	x	x	2	3	-8	0.4	-1.1	2	0
CC(C)c1ccc(NC(=O)CCCN2C(=O)NC(C)(C)C2=O)cc1	-53*	-3	-4	0	4	0.6	0.1	3	4
COc1ccc(N2CCN(C(=O)c3noc4c3CCCCC4)CC2)cc1	7	x	1	7	6	-1.2	0.5	4	6
Oc1ccc(N=Nc2ccc3c(c2)OCCO3)c2cccnc12	109	14	-2	23	-10	-0.3	-0.1	6	u
COCCCNC(=S)N/N=C/c1ccc2ccccc2c1	0	-36	1	3	1	0.0	-0.8	-4	2
CC(NC(=O)C1CCC(C(=O)NC(C)c2ccccc2)CC1)c1ccccc1 (stereo not drawn)	14	1	-2	1	0	0.0	0.6	0	1
Cc1ccc(C(=O)NC2(C(F)(F)F)NC(=O)N(c3ccc(Cl)cc3)C2=O)cc1 (stereo not drawn)	7	10	-2	2	-3	0.2	-0.8	-11	8
CCOC(=O)c1oc2cc(OCC(=O)OC)ccc2c(=O)c1-c1ccc(OC)c(OC)c1	5	6	-4	0	-3	-0.4	0.4	8	-5
CSCCC(NC(=O)c1ccc(Cl)cc1)C(=O)O (stereo not drawn)	19	-9	4	1	9	0.2	0.4	-3	2

# Complete entries as entered above. Order of screens: D1 antag | D2 antagonist | D1 PAM | D1 agonist | TRHR PAM | D2 ag | TRHR agonist | D2 PAM | RXFP1 antag
# `CC(C)OC(=O)CSc1nc2cccnc2n1C1CCCCC1` is listed with 0 | -2 | -2 | 4 | -1 | 0.3 | -1.4 | 7 | -26
# `CC(NC(=O)C1CCC(C(=O)NC(C)c2ccccc2)CC1)c1ccccc1` (stereo not drawn) is listed with 14 | 1 | -2 | 1 | 0 | 0.0 | 0.6 | 0 | 1
# `CSCCC(NC(=O)c1ccc(Cl)cc1)C(=O)O` (stereo not drawn) is listed with 19 | -9 | 4 | 1 | 9 | 0.2 | 0.4 | -3 | 2
# `COc1ccc(OC)c(NC(=O)C(C)SCc2nc3sc(C)c(C)c3c(=O)[nH]2)c1` (stereo not drawn) is listed with 27 | 10 | 1 | 1 | 0 | 1.8 | -0.4 | 4 | -16
# `CCCCn1nnc(NC(=O)c2ccco2)n1` is listed with -10 | -8 | 0 | 0 | -3 | 1.0 | 0.8 | 2 | -17

# Marked active in D1 antag (from the list above):
Molecule,D1 antag,D2 antagonist,D1 PAM,D1 agonist,TRHR PAM,TRHR agonist,D2 PAM,RXFP1 antag
CC(C)c1ccc(NC(=O)CCCN2C(=O)NC(C)(C)C2=O)cc1,-53*,-3,-4,0,4,0.1,3,4

# Remaining list, next part
molecule	D1 antag	D2 antagonist	D1 PAM	D1 agonist	TRHR PAM	D2 ag	TRHR agonist	D2 PAM	RXFP1 antag
O=C(CN1CCCC1)Nc1ccc(Br)cc1	1	-22	-5	4	-2	1.0	1.0	7	-5
COc1ccccc1CNC(=O)C1(c2cccs2)CCOCC1	x	x	-3	-1	-3	0.1	0.1	-4	x
CN(C(=O)CSc1nc(-c2ccc(C(C)(C)C)cc2)c(C#N)c(=O)[nH]1)C1CCCCC1	-4	x	-1	1	-1	x	0.2	x	5
CN(C)CCNC(=S)Nc1ccccc1C(C)(C)C	x	13	0	-1	-4	1.3	-0.1	-6	-4
CN(C)C(=O)CNC(=O)CN1C(=O)NC2(CCCc3sccc32)C1=O (stereo not drawn)	7	-9	6	0	3	-0.1	0.0	6	2
O=C(c1cnn(-c2ccccc2)c1)c1ccccc1O	-9	-9	-5	3	-4	0.4	-0.1	10	1
O=C(CSc1nnc(-c2ccccc2)o1)c1cccc([N+](=O)[O-])c1	11	x	-4	0	-9	0.4	1.7	-4	x
CCCCc1nnc(NC(=O)C(C)Sc2nc(N)cc(=O)[nH]2)s1 (stereo not drawn)	3	18	3	2	8	-0.5	0.8	9	6
NC(=O)C1CCN(C(=O)CSCc2ccccc2Cl)CC1	6	1	-3	1	4	0.1	-1.0	1	1
Cc1cccc(OCc2ccc(-c3nc(C#N)c(N4CCN(c5ccccc5)CC4)o3)o2)c1	1	x	-1	-3	8	-1.2	-2.6	-14	2
CCc1cccc(C)c1NC(=O)CN1CCN(Cc2ccccc2Cl)S1(=O)=O	12	x	-2	11	7	0.1	-0.4	7	-7
Cc1cnc(C(=O)N2CCCC(C(=O)c3ccc(C(C)(C)C)cc3)C2)cn1 (stereo not drawn)	-16	x	-2	9	-4	x	0.1	x	9
Cc1ccc(-c2cc(NC(=O)COc3ccc(Cl)cc3C)on2)cc1	-3	x	0	1	-8	0.7	0.3	-9	-4
O=C(COC(=O)c1ccc(-c2ccccc2)cc1)Nc1ccccc1-c1ccccc1	-11	12	-3	1	-4	4.4	2.5	15	-3
COc1cc(C(=O)NNC(=O)c2n[nH]c3ccccc23)cc(OC)c1OC	10	-7	1	1	-2	0.1	0.1	19	-6
COC(=O)c1ccc(COc2ccc(/C=N/O)cc2)o1	6	-4	1	4	-1	0.3	0.4	16	5
O=C(CCc1ccccc1)NNC(=O)c1ccccc1F	2	-11	-2	1	3	0.3	1.1	8	5
O=c1[nH]c(/C=C/c2ccccc2)c([N+](=O)[O-])c(=O)[nH]1	1	5	-8	0	-2	-0.3	0.4	11	-5
C=CCSc1nnc(-c2ccc([N+](=O)[O-])cc2)o1	4	0	-3	1	-2	-0.6	0.3	2	17
O=C(CCc1ccccc1Cl)Nc1ccc(S(=O)(=O)N2CCOCC2)cc1	0	-12	3	5	-13	0.3	1.7	4	-19
Cc1cc2c(c(/C=C/C(=O)c3ccccc3)c1)OC1(C=C2)Oc2ccccc2C(=O)N1C (stereo not drawn)	-6	-7	-9	8	-8	3.5	0.1	-5	-2
O=C(COc1ccccc1)NCCSc1ccccc1	14	14	10	2	3	-1.3	-0.4	2	13
CC(C)NC(=O)COc1nncc2ccccc12	8	5	0	4	4	1.4	0.8	1	-11
CCC(C)(C)NC(=O)C(Sc1ccccc1)c1ccccc1 (stereo not drawn)	-27	7	-4	3	1	-1.1	-0.4	5	-20
CSc1ncc(Cl)c(C(=O)Nc2ccc(C)c(C)c2)n1	4	-18	3	3	3	0.1	-0.6	13	-19
CC(=O)Nc1ccc(N(C(=O)CNC(=O)c2ccco2)C(C(=O)NCc2ccco2)c2ccccc2F)cc1 (stereo not drawn)	4	7	-1	0	-6	0.2	0.3	9	-20
COc1ccc2ccccc2c1-c1sc(Nc2ccccc2)n[n+]1-c1ccc(F)cc1	-40*	32*	-9	37*	-8	0.9	5.8	-8	x
COc1ccc(S(=O)(=O)N2CCCC(C(=O)Nc3cccnc3)C2)cc1Cl (stereo not drawn)	-2	-3	-3	9	1	0.1	0.1	-7	8
CC1CC(C)CN(CCOCCSc2ccc(Cl)cc2)C1 (stereo not drawn)	0	65*	-16	28	3	-0.7	-0.7	-25	-18
Cn1cccc1Cc1nnc(SCC(=O)N2CCCCCC2)n1CCc1ccccc1	-9	-16	-1	0	-5	0.3	0.1	-7	-23
O=C(Nc1c(-c2ccccc2)nc2ccccn12)c1ccccc1	2	-8	-2	6	-5	0.1	0.3	1	-3
COc1ccc(NC(=O)CN(C)S(=O)(=O)c2ccc3c(c2)c(=O)n(C)c(=O)n3C)cc1	45&-6	-27	-2&-4	2&1	-4&0	-1.2&-1.0	-0.2&0.0	-6&-2	10
CC(=O)Nc1ccccc1OCC(=O)NC1CCCCC1C (stereo not drawn)	-8	-12	-4	6	3	0.1	0.3	5	0
CN(C)CCCN1C(=O)CSC1c1ccccc1 (stereo not drawn)	22	4	-6	3	-5	0.8	0.5	2	x
COc1ccc(C2=Nc3nc(-c4ccccc4)cn3C(c3ccc(OC)cc3)C2)cc1 (stereo not drawn)	1	12	-3	4	5	-0.9	1.1	-20	3
Cc1ccc(CNC(=O)C2CC(c3ccc([N+](=O)[O-])cc3)=NO2)cc1 (stereo not drawn)	-8	2	-9	6	-8	-1.0	-0.7	-7	x
COc1ccccc1CCN1CCCC(CN(C)Cc2ccc(OCCO)cc2)C1 (stereo not drawn)	-8	-12	-5	3	0	-1.5	-0.3	-7	13
CCOc1ccc(N=Cc2ccc3ccccc3c2)cc1	7	-6	-6	-2	-11	0.4	0.5	17	-9
O=C(CSc1nnc(-c2c[nH]c3ccccc23)o1)NCC1CCCO1 (stereo not drawn)	2	15	-9	2	3	0.7	0.6	3	6
CSc1nc(Oc2cccc(C(F)(F)F)c2)cc(C(F)(F)F)n1	9	14	-7	2	-3	0.9	0.5	10	-1
COc1ccccc1NC(=O)Cn1c(=O)n(-c2ccc(C)cc2)c(=O)c2c1cnn2C	4	x	1	1	6	-0.1	-0.1	-2	x
O=C(Nc1ccccc1N1CCOCC1)c1ccc2nc[nH]c2c1	-13	0	-7	1	-2	0.0	0.4	-6	-5
C=C(C)CN(CC)C(=O)c1ccc(OC2CCN(S(=O)(=O)N(C)C)CC2)cc1	-18	-7	-2	13	-4	-0.3	-0.7	1	2
CCCCOc1ccc(N2C(=O)CC(N(O)c3ccccc3)C2=O)cc1 (stereo not drawn)	-16	-7	-8	1	0	-0.4	-0.3	-5	-7
CCOCCn1c(=NC(=O)/C=C/c2ccccc2Cl)sc2cc(NC(C)=O)ccc21	-4	-5	-4	5	1	0.3	0.0	8	-1
Cc1ccc(NC(=O)CSCCc2ccccn2)nc1	13	15	-3	2	4	-0.7	0.3	-1	-7
CCCOC(=O)c1ccc(NC(=O)c2cc(Cl)ccc2OC)cc1	5	x	-13	11	-5	x	1.4	x	-13
CCOC(=O)c1sc(Nc2nc3c(F)cccc3s2)cc1C	-5	x	-2	1	-4	x	0.7	x	-16
Cc1cccc(-n2ccnc2SCC(=O)N2CCCc3ccccc32)c1C	9	x	-5	2	8	x	-1.2	x	2
